Eya2 phos inh = inhibitors of human Eya2 phosphatase activity; Potency, µM (titrated, usually from 76.9 µM), inactives show at the highest dose activity, negative = inhibition, hits mostly inhibitors; recombinant Eya2, OMFP fluorescence dephosphorylation (OMFP is methylfluorescein phosphate); 0.006% of 330,000 active; further: potency means the concentration at half of the fitted maximal effect; on the % scale 0 is the no-effect control and ±100 the full control effect
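Eya2 (0.2 uM) preincubated 10 min at ambient with compound, then OMFP substrate added at 50 uM; 10 min reaction in 50 mM HEPES pH 7.5, 50 mM NaCl, 5 uM MgCl2, 0.05% BSA, 1 mM DTT. Fluorescence read at Ex 485/Em 525 nm.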
TSHR antag = blocks TSH signaling through the human TSH receptor | P16473 | TSHR-expressing cells, TSH-stimulated cAMP HTRF, 2 h; active compounds read low | activity change, negative = inhibition, % at 11.5 µM | 0.2% of 330,000 active;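 active means activity change below a set negative limit, meaning inhibition stronger than a set level, cut at about -70% in these data; inconclusive means activity change between two set negative limits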; further: on the % scale 0 is the no-effect control and ±100 the full control effect
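Read-out is FRET at 665 nm (cryptate excitation 337 nm) from a cryptate-tagged anti-cAMP antibody, competed by cell cAMP against cAMP-d2. Compounds are tested on freshly harvested TSHR cells challenged with 4nM TSH (EC80) for 2 hours at 37 deg C.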
TCR activator = T cell receptor activation. primary human leukocytes, anti-CD3, IL-2 HTRF, 48 h. Potency, µM (top dose mostly 9.22 µM), without a hit: top-dose activation of IL-2 secretion, most hits filed as activators. 330,000 tested, under 10 active. AID 504894; further: % of control where 0% means no effect
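Human primary leukocytes + a-CD3 beads + cpd, 48 hr; IL-2 in supernatant by HTRF (ex 320nm / em 665nm). No co-stimulatory signal supplied.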
AT treatment = potential ataxia-telangiectasia treatment | Potency, µM (doses to about 57.5 µM), inactives show top-dose activation, hits mostly activators | […] A-T fibroblasts, KAP-1 phosphorylation AlphaLISA; neocarzinostatin DNA damage 30 min before lysis | 0.19% of 320,000 active; further: potency means the concentration at half of the fitted maximal effect; % of control where 0% means no effect; nearly all actives have a fitted effect of over 45% in size
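ATM-like activity read as KAP-1 phosphorylation via AlphaLISA donor/acceptor antibody pairs after lysis and 6 hr at 25C. Cells were ATM-null patient fibroblasts ([…], hTERT), dosed 60 min, then exposed to the DSB inducer NCS for 30 min.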
KCNH2 WT inh = KCNH2 (human, wildtype) channel inhibition; Q12809; U2OS, BacMam KCNH2, thallium flux FluxOr; active compounds read low; activity change, % at 1.84 µM; AID 720551; 0.37% of 340,000 active;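 active means maximum activity change below -70%; inconclusive means maximum activity change between -70% and -50%; inactive means maximum activity change above -50%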; further: on the % scale 0 is the no-effect control and ±100 the full control effect
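U2OS cells transduced with wild-type KCNH2 virus are loaded with FluxOr dye for 45 min, and thallium flux is measured in kinetic reads before and after stimulation buffer. Rate constants are normalized to DMSO controls.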
Mito fusion act = blocks mitochondrial division or promotes mitochondrial fusion; S. cerevisiae fusion-defective mutant growth rescue, CellTiterGlo 48 h; Potency, µM (doses to about 46.1 µM), for the others: at the top dose growth rescue (activation), actives largely listed as activators; 0.23% of 320,000 active; AID 485298;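 further: potency means the concentration at half of the fitted maximal effect; % of control where 0% means no effect; nearly all actives have a fitted effect of over 45% in size; temperature-sensitive fusion mutants such as fzo1-1 at 37 °C on non-fermentable ethanol glycerol medium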
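S. cerevisiae fusion-defective temperature-sensitive mutants (e.g. fzo1-1, mgm1-5) grown 48 h at 37C in YPEG (ethanol/glycerol non-fermentable) medium with 23 nl compound per well; growth rescue read as CellTiterGlo luminescence.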
USP2a block = USP2a (human) protease inhibition. O75604. USP2 core, Ub-CHOP2 coupled fluorogenic reporter, 485/531. Potency, µM (titrated, usually from 38.3 µM), for inactives: at the highest dose activity change, negative = inhibition, hits mostly inhibitors. 0.01% of 330,000 active. AID 463254;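 further: potency means the concentration at half of the fitted maximal effect; plate controls were DMSO wells for no effect and full inhibition by NEM control for full effect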
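USP2 core (10nM final) preincubated 30min RT with compound in 20mM Tris-HCl pH 8.0, 2mM CaCl2, 2mM beta-mercaptoethanol, 0.05% CHAPS; 25nM Ub-CHOP2 plus 25nM reporter substrate added, fluorescence (Ex485/Em531) read after 60min.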
TRPV1 agonist = activates the human vanilloid receptor TRPV1; Q8NER1; TRPV1-expressing cells, Fluo-8 calcium influx, agonist mode; activation, % at 8.33 µM; 0.19% of 320,000 active; AID 540275; in the data active means activation above about 80%; inconclusive means between about 30% and that limit; further: 0% is about no effect
Target sequence (Q8NER1 whole entry, looked up): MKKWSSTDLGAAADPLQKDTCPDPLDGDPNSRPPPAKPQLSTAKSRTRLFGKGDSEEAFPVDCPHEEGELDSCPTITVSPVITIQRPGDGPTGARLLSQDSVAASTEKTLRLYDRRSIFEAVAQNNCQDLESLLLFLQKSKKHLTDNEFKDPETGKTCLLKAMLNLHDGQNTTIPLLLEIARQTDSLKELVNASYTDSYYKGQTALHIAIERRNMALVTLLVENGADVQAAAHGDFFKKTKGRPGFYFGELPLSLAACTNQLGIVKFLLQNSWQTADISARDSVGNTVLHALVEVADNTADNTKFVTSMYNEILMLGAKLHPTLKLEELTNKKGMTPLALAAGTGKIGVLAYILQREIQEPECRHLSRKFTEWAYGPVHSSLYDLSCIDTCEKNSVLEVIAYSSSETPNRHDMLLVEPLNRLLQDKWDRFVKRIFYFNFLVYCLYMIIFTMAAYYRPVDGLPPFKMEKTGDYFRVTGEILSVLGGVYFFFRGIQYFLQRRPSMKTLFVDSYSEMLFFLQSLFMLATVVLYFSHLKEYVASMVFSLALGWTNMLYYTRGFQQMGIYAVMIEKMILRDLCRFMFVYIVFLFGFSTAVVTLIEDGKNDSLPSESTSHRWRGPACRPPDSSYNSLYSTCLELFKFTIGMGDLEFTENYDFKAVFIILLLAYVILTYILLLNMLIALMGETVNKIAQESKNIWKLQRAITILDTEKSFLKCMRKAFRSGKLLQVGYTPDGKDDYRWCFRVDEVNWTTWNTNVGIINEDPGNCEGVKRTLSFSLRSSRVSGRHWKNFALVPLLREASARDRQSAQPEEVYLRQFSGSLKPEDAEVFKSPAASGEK
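TRPV1-expressing cells were cultured overnight at 35.5C and loaded with Fluo-8 calcium dye for 40 to 90 min at room temperature. After a 10 s baseline, compound was added and calcium influx was read kinetically for 3 min (ex 480/em 520 nm).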
KCNH2 3.1 inh = blocks the human KCNH2 3.1 channel isoform | U2OS KCNH2 3.1, thallium flux FluxOr; active compounds read low | activity change, % (tested at about 1.8 µM) | AID 720553 | 0.95% of 340,000 active;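 active means maximum activity change below -70%; inconclusive means maximum activity change from -70% to -50%; inactive means maximum activity change above -50%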;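 further: thallium influx rate constant from kinetic fluorescence after stimulation buffer; on the % scale 0 is the no-effect control and ±100 the full control effect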
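Virally transduced U2OS (3.1 isoform, 4 h infection in dark at RT) → overnight 37 C → FluxOr + Red40 in HBSS/HEPES, 45 min → stimulation buffer, 2 min kinetic read → rate constant vs DMSO controls.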
ELG1 repair inh = blocks ELG1-dependent DNA repair in HEK293T cells; HEK293T ELG1-luciferase reporter, luminescence, 16 h; DNA damage induced by 5-fluorouridine; Potency, µM (doses to about 46.1 µM), for inactives: at the highest dose activity change, negative = inhibition, usual class: inhibitors; 2.3% of 330,000 active; further: potency means the concentration at half of the fitted maximal effect; on the % scale 0 is the no-effect control and ±100 the full control effect; nearly all actives have a fitted effect of over 55% in size
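Reporter activity after DNA damage by 5-fluorouridine is monitored. Compound-treated cells incubate 16 hr at 37 °C, then ONE-Glo is added for 30 min before luminescence reading.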
An asterisk follows results filed as active; ? = inconclusive; nt = not tested or not shown; [ ] = another dose, or the depositor's remark. Unless noted, the call rests on the fitted dose curve; in most records, active means well fitted curve in the direction sought with a large enough effect; inconclusive means small, poorly fitted or top-dose-only effect, or another doubt; inactive means no such curve, though single readings can be large; an effect the other way counts as inactive or inconclusive.

SMILES	Eya2 phos inh	TSHR antag	TCR activator	AT treatment	KCNH2 WT inh	Mito fusion act	USP2a block	TRPV1 agonist	KCNH2 3.1 inh	ELG1 repair inh
CCCCn1c(N)c(N(CCOC)C(=O)CSCc2cccc(C)c2)c(=O)[nH]c1=O	-8%	0	6%	8%	-7	-9%	-2%	-3	2	4%
CC(=O)c1nnn(-c2cccc(C#N)c2)c1C	-2%	6	4%	14%	1	-4%	1%	4	9	17%
CCCCOc1ccc(C(=O)Nc2ccc3c(c2)C(=O)NC3=O)cc1	-3%	-4	-1%	0%	-19	-1%	4%	3	16	1%
Cc1ccc(NC(=O)C(C)OC(=O)/C=C/c2ccccc2)cc1 (configuration not stated)	-7%	-9	-1%	6%	-22	-1%	0%	23	0	2%
O=C(c1csc2ccccc12)n1cccn1	-7%	12	0%	15%	1	9%	-2%	-4	31	-15%
Cc1ccc(NC(=O)CN2C(=O)COc3ccc(S(=O)(=O)N4CCOCC4)cc32)cc1F	14%	-5	-2%	-2%	8	-5%	3%	2	5	?
COc1ccc([C@@H]2[C@@H](C(=O)C(C)(C)C)N3N=Cc4ccccc4[C@@H]3C23C(=O)OC(C)(C)OC3=O)cc1OC	5%	-6	11%[46.1 µM]	9%	2	-7%	4%	16	-5	3%
CCCCNC(=O)CCn1nc(-c2ccc(Cl)cc2)ccc1=O	7%	-3	-7%	7%	-13	6%	1%	-1	-13	-11%
Cc1cc(C)cc(OCc2ccc(C(=O)NN)o2)c1	-21%	-6	0%	1%	7	1%	6%	?	14	?
OCC[C@@H]1C[C@@H](O)[C@H](O)[C@@]2(Cc3ccccc3CO2)O1	-11%	8	8%	0%	-9	3%	2%	5	-8	1%
CC(=O)c1sc(NC(=O)c2ccc(COc3ccccc3Cl)o2)nc1C	-21%	19	1%	-2%	3	10%	3%	12	-13	3%
COc1ccsc1C(=O)N1CCN(Cc2ccc3c(c2)OCO3)CC1	-13%	-14	-25%	8%	23	-2%	0%	2	24	?
Cc1ccc(S(=O)(=O)CCN2C=CC(C(F)(F)F)=NCC2)cc1	8%	-21	0%	15%	-3	6%	-1%	0	4	nt
CCSCc1nnc(SCC(=O)c2ccc(OC)cc2)n1C	-4%	-1	3%	6%	-6	-3%	0%	-1	17	15%
Cc1cc(=O)[nH]c(SCC(=O)N2CCN(C(c3ccccc3)c3ccccc3)CC2)n1	-3%	-13	0%	0%	5	3%	2%	?	2	4%
COc1cc(S(=O)(=O)N(CCc2ccccc2)Cc2cccs2)ccc1-n1cnnn1	-7%	-19	4%[46.1 µM]	-2%	10	-1%	2%	1	-6	11%
CCN(CC)S(=O)(=O)c1ccc2c(c1)oc(=O)n2CC(=O)NC1CCCCC1	-5%	0	-3%	4%	-3	5%	2%	8	4	-5%
CCOC(=O)N1CCC(Nc2nc3ccccc3nc2NS(=O)(=O)c2ccc(Cl)cc2)CC1	4%	-27	-9%	2%	0	-7%	1%	2	-10	?
O=C(COC(=O)/C=C/c1ccc2ccccc2n1)NNC(=O)c1ccc([N+](=O)[O-])cc1	-7%	-6	-1%	-6%	10	12%	-1%	0	-4	?
Cn1cc(C(=O)NCC2COc3ccccc3O2)c(=O)c2cc(S(=O)(=O)N3CCCCC3)ccc21 (configuration not stated)	20%	-9	2%	5%	1	-1%	1%	-1	-1	18µM*
Cc1ccc(-c2csc(NC(=O)c3cnccn3)n2)cc1C	-12%	9	-1%	4%	-2	-1%	-1%	-2	-6	?
O=C(NCC(=O)N1CCCCC1)c1ccc(Cl)cc1Cl	-2%	-4	2%	8%	10	-2%	4%	-1	-3	?
c1ccc(-c2nc3ccccc3o2)nc1	7%	5	-2%	-1%	3	0%	2%	1	-6	?
O=C(NC(=S)NC1CCCCCCCCCCC1)c1cccnc1	-10%	8	-17%	nt	-7	-2%	-2%	?	5	19%
NS(=O)(=O)c1cc(C(=O)OCC(=O)N2CCOCC2)ccc1Cl	-8%	-7	6%	-1%	7	0%	1%	0	17	19%
N#Cc1nc(-c2ccc(OCc3ccc(Cl)cc3)cc2)oc1NCCCn1ccnc1	-1%	7	-2%	9%	10	-1%	-1%	3	-3	17%
CCOC(=O)c1ccc(NC(=O)c2nc[nH]c2C(=O)NCc2ccccc2)cc1	-8%	-1	-3%	-41%	10	1%	-1%	6	-14	0%
O=C(Nc1ccc(OC(F)(F)F)cc1)c1ccc2nccnc2c1	-3%	-3	-4%	-7%	0	-6%	0%	?	20	?
CC(C)C1C(c2ccccc2)N(C)C(c2ccccc2)CC1(O)c1ccccc1 (configuration not stated)	-4%	18	nt	3%	-2	-7%	0%	16	-26	-7%
O=C(Nc1cccc(/C=C/c2ccccn2)c1)c1ccc(-n2cncn2)cc1	0%	-9	-6%[46.1 µM]	-9%	-5	nt	1%	nt	-28	3.3µM*
N#Cc1c(NC(=O)CSc2nc(N)cc(=O)[nH]2)sc2c1CCCC2	0%	-20	-11%	7%	4	8%	0%	-4	-13	-5%
O=C(NCC1CCCO1)c1ccc2[nH]c3c(c2c1)CCCC3 (configuration not stated)	10%	23	5%	0%	-3	-1%	1%	-2	19	?
Cc1ccc(C(C)C)cc1OCC(=O)N1CCN(C(=O)c2ccco2)CC1	-4%	-28	3%	1%	-35	9%	1%	0	6	13%
Cc1ccccc1NCC(=O)c1ccc(Br)cc1	2%	7	-4%	0%	1	0%	-1%	4	-2	-5%
CCSC1=C(C#N)C(=O)n2c1cc1c2CCCC1	22%	8	3%	3%	-19	0%	2%	0	8	-8%
CC1=C(C(=O)N2CCOCC2)C(c2ccc(C)cc2)NC(=S)N1 (configuration not stated)	-5%	2	-7%[46.1 µM]	1%	-19	1%	0%	-4	nt	10%

A different layout for some results above:
SMILES,Eya2 phos inh,TSHR antag,TCR activator,AT treatment,KCNH2 WT inh,Mito fusion act,USP2a block,TRPV1 agonist,KCNH2 3.1 inh,ELG1 repair inh
Cc1ccccc1NCC(=O)c1ccc(Br)cc1,2%,7,-4%,0%,1,0%,-1%,4,-2,-5%
CCSC1=C(C#N)C(=O)n2c1cc1c2CCCC1,22%,8,3%,3%,-19,0%,2%,0,8,-8%

(next part)
SMILES	Eya2 phos inh	TSHR antag	TCR activator	AT treatment	KCNH2 WT inh	Mito fusion act	USP2a block	TRPV1 agonist	KCNH2 3.1 inh	ELG1 repair inh
COc1ccc(NC(=O)c2ccco2)c(NC(=O)Cc2cccs2)c1	8%	23	0%	4%	-17	2%	5%	5	-1	1%
CSCC[C@H](N)C(=O)N1CCC(C(=O)N[C@H](C)C(=O)NC(C)c2ccccc2)CC1 (some centres not stated)	6%	24	-4%	-2%	8	3%	1%	1	4	-10%
Cc1c(NC(=O)C(C)OC(=O)c2cccs2)c(=O)n(-c2ccccc2)n1C (configuration not stated)	-2%	5	-6%[46.1 µM]	0%	-12	-2%	5%	-2	54	?
O=C(COC(=O)CNC(=O)C1CCCCC1)Nc1ccc(F)c([N+](=O)[O-])c1	-33%	-10	-2%	5%	5	nt	5%	nt	4	16%
O=C(c1ccco1)N1CCN(CC(=O)N2CCCc3c2c(=O)oc2ccc(O)cc32)CC1	7%	0	2%	-10%	9	-4%	1%	-1	-29	11%
CCCC(=O)N1CCCC(C(=O)c2ccc(OC)c(OC)c2)C1 (configuration not stated)	1%	30	-8%	1%	-3	-1%	2%	2	17	0%
O=C(c1ccco1)N1CCN(CCOc2ccc(F)cc2)CC1	30%	18	13%	6%	-3	8%	2%	-1	2	0%
CCOC(=O)CSc1nc2ccccc2c(=O)n1CCN1CCOCC1	-1%	1	5%[46.1 µM]	1%	-8	-1%	1%	1	15	?
Cc1ccn(CC(=O)N/N=C/c2cc([N+](=O)[O-])ccc2O)n1	2%	-1	2%[46.1 µM]	2%	-23	0%	-2%	-3	1	?
O=C(c1cccc(S(=O)(=O)N2CCCC2)c1)N1CCN(c2ccccc2F)CC1	-25%	0	1%	1%	-13	-6%	1%	8	10	-19%
OC(COc1ccc(C2C=CCC2)cc1)CN1CCCCC1 (configuration not stated)	8%	-8	0%	4%	34	-8%	-2%	3	-34	-3%
Cn1c(N)c(C(=O)COC(=O)c2ccc(-c3ccccc3)cc2)c(=O)n(C)c1=O	1%	0	3%	17%	1	nt	2%	nt	-2	23µM*
COc1ccc([C@H](OC)[C@@]2(Cc3ccc(O)cc3)N=C(N)N(C)C2=O)cc1	-19%	6	6%	6%	24	0%	1%	2	8	17%
CC(=O)c1cc(-c2ccccc2)[nH]c1N1CCCC1	9%	4	0%	1%	-3	-4%	1%	-1	-3	?
CCCC(=O)Nc1ccc2oc(-c3ccncc3)nc2c1	7%	-7	-1%	-3%	10	6%	-1%	8	12	4%

Some of the compounds tested. The share of hits here may be higher or lower than overall.
